FUS suppressor: rescues growth of FUS-expressing yeast. S. cerevisiae FUS-expressing, growth rescue, OD600, 24 h. Potency, µM (doses to about 76.6 µM), inactives show at the highest dose growth rescue (activation), hits mostly activators. actives 0.24% (n = 390,000);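 note: potency is the fitted concentration of half-maximal effect; plate controls were DMSO vehicle for no effect and reference control for full effect; nearly all actives have a fitted effect of over 55% in size; some results filed as inactive show a strong effect at the top dose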
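Compound concentration series was pinned onto galactose-induced FUS-expressing yeast seeded at OD 0.005. Plates sat 24hr at 30C; absorbance at 600 nm gave growth. DMSO served as background control.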
TDP43 rescue: rescues yeast growth from TDP-43 toxicity | TDP-43 expressing yeast growth rescue, BacTiter-Glo, 24 h | actives 1.8% (n = 410,000) | Potency, µM (highest dose often 46.1 µM), inactives show at the highest dose growth rescue (activation), usual class: activators; note: potency is the fitted concentration of half-maximal effect; % of control where 0% means no effect; nearly all actives have a fitted effect of over 50% in size
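Yeast expressing TDP-43 (pregrown in raffinose, seeded at OD600=0.02 in galactose medium) exposed to compounds 24 hr at 30 deg C. Growth read by BacTiter-Glo luminescence; rescue of toxicity appears as increased signal.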
Abeta rescue: compounds reversing amyloid beta toxicity in yeast. Potency, µM (top dose mostly 46.1 µM), for inactives: at the top dose growth rescue, most hits filed as activators. actives 0.063% (n = 410,000). yeast expressing A-beta42, growth rescue, OD600, 48 h; response scale: 0% DMSO, 100% iron-clioquinol control. AID 1347071; note: potency is the fitted concentration of half-maximal effect; nearly all actives have a fitted effect of over 55% in size
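Yeast growth medium received pinned compounds, then yeast cells expressing toxic A-beta were added; plates incubated at 30 C for 48 hr. Growth read as absorbance at 600 nm, normalized to DMSO and equimolar FeCl3 plus clioquinol controls.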
EPAC2 antag: EPAC2 (human) antagonism; Potency, µM (highest dose often 114 µM), inactives show at the top dose activity, negative = inhibition, hits mostly inhibitors; Q8WZA2; AID 720708; EPAC2 GEF exchange of Rap1B-BODIPY-GDP, fluorescence; actives 0.18% (n = 360,000); note: potency is the fitted concentration of half-maximal effect; % is set by controls: 0 for no effect and ±100 for the full control effect; nearly all actives have a fitted effect of over 45% in size; many of its hits are not listed in these tables
Target sequence (Q8WZA2 whole entry, looked up): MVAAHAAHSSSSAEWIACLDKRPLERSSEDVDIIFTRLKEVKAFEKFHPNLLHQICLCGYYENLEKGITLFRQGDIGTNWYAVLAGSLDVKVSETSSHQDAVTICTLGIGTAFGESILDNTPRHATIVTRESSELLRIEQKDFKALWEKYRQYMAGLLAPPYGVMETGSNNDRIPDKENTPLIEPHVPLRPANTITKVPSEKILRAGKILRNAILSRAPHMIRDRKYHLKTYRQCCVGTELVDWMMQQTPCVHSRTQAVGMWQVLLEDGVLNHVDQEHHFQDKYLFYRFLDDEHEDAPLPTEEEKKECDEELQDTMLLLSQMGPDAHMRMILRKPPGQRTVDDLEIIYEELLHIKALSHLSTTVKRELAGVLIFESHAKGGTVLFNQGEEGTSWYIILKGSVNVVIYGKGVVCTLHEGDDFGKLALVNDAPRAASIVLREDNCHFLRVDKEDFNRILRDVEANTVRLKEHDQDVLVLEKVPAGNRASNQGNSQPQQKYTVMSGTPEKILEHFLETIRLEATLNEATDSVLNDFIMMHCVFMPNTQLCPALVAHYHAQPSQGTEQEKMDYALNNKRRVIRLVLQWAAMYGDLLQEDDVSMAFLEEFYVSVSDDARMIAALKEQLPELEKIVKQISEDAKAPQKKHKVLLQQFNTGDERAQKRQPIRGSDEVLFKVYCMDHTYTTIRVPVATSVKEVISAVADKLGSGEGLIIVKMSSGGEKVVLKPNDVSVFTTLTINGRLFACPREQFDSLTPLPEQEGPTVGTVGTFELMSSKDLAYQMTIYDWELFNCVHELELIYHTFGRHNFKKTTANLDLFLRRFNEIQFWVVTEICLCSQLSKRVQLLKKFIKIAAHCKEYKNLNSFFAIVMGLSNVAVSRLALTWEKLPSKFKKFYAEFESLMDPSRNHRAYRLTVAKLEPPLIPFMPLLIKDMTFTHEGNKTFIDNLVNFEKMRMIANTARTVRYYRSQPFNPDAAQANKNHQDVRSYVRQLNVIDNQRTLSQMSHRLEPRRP
aSyn rescue: rescues yeast growth from alpha-synuclein toxicity; Yeast expressing alpha-synuclein, growth rescue, BacTiter-Glo, 24 h; Potency, µM (doses to about 46.1 µM), inactives show top-dose growth rescue (activation), actives largely listed as activators; actives 0.14% (n = 370,000); AID 652106; note: potency is the fitted concentration of half-maximal effect; % of control where 0% means no effect; nearly all actives have a fitted effect of over 65% in size
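Readout is rescue of growth in alpha-synuclein-expressing yeast, so inhibitors of toxicity appear as activators. Growth after 24 hr at 30 deg C in galactose medium is quantified by luminescence.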
DRD3 antagonist: antagonists of human D3 dopamine receptor; max response, negative = inhibition, %; P35462; actives 2.5% (n = 360,000); D3R cells, DiscoveRx beta-arrestin luminescence, antagonist mode; hits give low values; in the data active = max response below about -50%; inconclusive = no clear call, values can overlap the other calls; note: % is set by controls: 0 for no effect and ±100 for the full control effect; mostly tested at two doses, the higher about 12 µM
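Cells expressing the human receptor were seeded at 1500 cells/well, incubated overnight at 37 degrees C in 5% CO2, then exposed to library compounds with dopamine controls for 90 minutes at 37 degrees C before luminescent detection.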
EPAC2 ag: agonists of human EPAC2 (RAPGEF4); Q8WZA2; EPAC2 activation, biochemical qHTS; response scale: 100% = 6.5 mM cAMP response; Potency, µM (top dose mostly 154 µM), for inactives: top-dose activation, most hits filed as activators; actives 0.079% (n = 360,000); note: potency is the fitted concentration of half-maximal effect; nearly all actives have a fitted effect of over 50% in size
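EPAC2 (100 nM) mixed with Rap1B loaded with BODIPY-GDP (250 nM) plus 50 uM unlabeled GDP; compounds pinned in, 5 min RT, then read every 5 min for 30 min (ex 480, em 540 nm). Normalized to cAMP control.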
DRD3 agonist: D3 dopamine receptor (human) agonism; P35462; D3R DiscoveRx beta-arrestin cells, luminescence, 90 min; max activation, %; actives 0.58% (n = 410,000); AID 652048; in the data active = max activation above about 30%; note: 0% is about no effect; mostly tested at two doses, the higher about 12 µM
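Cells at 1500/well, incubated overnight, then treated with pinned compounds (dopamine as control) for 90 min at 37 degrees C. DiscoveRx reagent added for 30 - 60 minutes at room temperature; luminescence read.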
The depositor's hits bear a star; ? = inconclusive; · = no result given; & = joins results of further samples; [ ] = remark or other dose. Unless noted, calls come from the whole dose curve; as a rule, active = well fitted curve in the direction sought with a large enough effect; inconclusive = small, poorly fitted or top-dose-only effect, or another doubt; inactive = no such curve, though single readings can be large; an effect the other way counts as inactive or inconclusive. A portion of the library; rates above refer to the full screens.

SMILES,DRD3 antagonist,EPAC2 antag,aSyn rescue,Abeta rescue,FUS suppressor,EPAC2 ag,TDP43 rescue,DRD3 agonist
COc1cccc(NC(=O)Cn2c3ccccc3c3nc4n(c(=O)c32)CCS4)c1,8.2,4.2%,-1.4%,-7.3%,-5.8%,3.4%,-1.2%,0.1
COc1ccc(NS(=O)(=O)c2cc(NC(=O)c3cc(=O)c4ccccc4o3)ccc2OC)cc1,15.9,-7.0%,5.8%,-7.9%,-8.5%,3.6%,0.0%,8.7
COc1ccc(-c2cnc(N)nc2-c2ccc(OC)cc2)cc1,3.6,?,8.3%,-24.0%,-20.3%,13.3%,6.9%,-5.6
O=C(CCc1ccccc1)Nc1ccccc1F,-14.4,11.4%,1.8%,9.0%,-7.6%,-4.0%,8.2%,0.3
Cn1cc(S(=O)(=O)c2ccccc2)c(=O)c2cc(F)c(N3CCN(c4ccc(F)cc4)CC3)cc21,·,·,·,-9.5%,-21.2%,·,2.8%,-12.7
CSc1nnc(NC(=O)c2nc(S(=O)(=O)Cc3ccccc3)ncc2Cl)s1,?,1.5%,12.9%,-16.8%,27.9%,?,?,0.5
CCN=c1sc(C(=O)OC)cc(=O)n1CC,-10.7,-1.2%,0.8%,-9.4%,-11.2%,7.2%,8.6%,0.2
CCN1C(=O)N(CC)c2cccc3cccc1c23,17.1,?,8.5%,25.1%,-17.6%,7.9%,?,3.2
Clc1ccc(-c2csc3ncnc(N4CCc5ccccc5C4)c23)cc1,22.5,0.4%,17.1%,-18.5%,17.4%,12.8%,3.0%,13.3
CCOC(CNC(=O)c1nnc(Cc2cc(OC)c(OC)c(OC)c2)o1)OCC,22.3,6.0%,4.3%,-1.6%,-3.5%,8.9%,-16.3%,4.1
Cc1csc(NC(=O)c2ccc(COc3ccccc3)o2)n1,9.5,-0.6%,0.4%,-23.8%,-14.3%,7.8%,22.4µM*,0.3
Cc1cccn2c(=O)c(C=C(C#N)C#N)c(N3CCN(c4cccc(Cl)c4)CC3)nc12,-16.2,4.6%,-4.7%,-3.1%,13.4%,10.6%,-3.8%,-13.4
O=S(=O)(Nc1ccccn1)c1cccs1,0.0,-0.7%,-5.9%,-26.8%,21.9%,4.7%,-25.4%,-0.2
COc1cc(OC)c(C(=O)NC23CC4CC(CC(C4)C2)C3)cc1OC,2.7,-6.7%,6.2%,-3.7%,20.7%,-0.9%,10.5%,6.6
CCOc1ccccc1CN1CCN(CC2=Cc3cc(OC)ccc3OC2)CC1CCO (stereo not given),?,-0.3%,0.3%,11.3%,-3.1%,6.0%,6.1%,-17.9
O=C(Cn1c(-c2ccccc2)c[n+]2ccsc12)c1ccccc1,25.4,-0.3%,-4.7%,2.8%,-17.8%,7.5%,7.3%,-3.1
COc1ccc(CCN2C(=O)C3C(C2=O)C2C=CC3C23CC3)cc1OC (stereo not given),-8.7,0.3%,0.9%,-8.0%,18.2%,11.0%,-5.5%,1.0
O=C1/C(=C/c2ccccc2F)SC(=S)N1CCC(=O)N1CCCCC1CCO (stereo not given),17.5,-5.7%,12.3%,3.7%,?,-0.5%,-2.6%,3.3
Nc1nc(SCC(=O)Nc2cc(Cl)ccc2Cl)n[nH]1,17.4,2.0%,2.1%,3.0%,·,12.9%,1.9%,5.0
COc1cc(/C=N/N2C(=O)C3C4c5ccccc5C(c5ccccc54)C3C2=O)ccc1O (stereo not given),4.8,-2.4%,-13.7%,11.5%,·,2.5%,-6.9%,-1.1

Reformatted: results already given
> COc1ccc(NS(=O)(=O)c2cc(NC(=O)c3cc(=O)c4ccccc4o3)ccc2OC)cc1
  DRD3 antagonist: 15.9	EPAC2 antag: -7.0%	aSyn rescue: 5.8%	Abeta rescue: -7.9%	FUS suppressor: -8.5%	EPAC2 ag: 3.6%	TDP43 rescue: 0.0%	DRD3 agonist: 8.7

> COc1ccc(-c2cnc(N)nc2-c2ccc(OC)cc2)cc1
  DRD3 antagonist: 3.6	EPAC2 antag: ?	aSyn rescue: 8.3%	Abeta rescue: -24.0%	FUS suppressor: -20.3%	EPAC2 ag: 13.3%	TDP43 rescue: 6.9%	DRD3 agonist: -5.6

Individual results from above:
`COc1ccc(CCN2C(=O)C3C(C2=O)C2C=CC3C23CC3)cc1OC` (stereo not given) in TDP43 rescue: -5.5%
`Cn1cc(S(=O)(=O)c2ccccc2)c(=O)c2cc(F)c(N3CCN(c4ccc(F)cc4)CC3)cc21` in DRD3 agonist: -12.7

(cont.)
SMILES,DRD3 antagonist,EPAC2 antag,aSyn rescue,Abeta rescue,FUS suppressor,EPAC2 ag,TDP43 rescue,DRD3 agonist
CC(=O)c1c(Cl)nc2cccc3c2c1-c1ccccc1C3=O,0.0,5.3%,-0.9%,9.8%,16.1%,-4.9%,·,-4.5
CCOC(=O)C1=C(CN2CCN(C(=O)c3ccco3)CC2)NC(=O)NC1c1ccccc1 (stereo not given),4.8,-0.3%,0.2%,-0.3%,-8.4%,5.8%,4.3%,2.3
Cc1ccc(CNC(=O)C2(S(=O)(=O)c3ccc(C)cc3)CC2)cc1,9.2,0.3%,1.0%,9.3%,25.1%,16.9%,-8.0%,0.7
COc1cc2[nH]c(=S)nc(Nc3ccc(NC(C)=O)cc3)c2cc1OC,1.0,0.5%,-1.1%,5.0%,37.8%,-4.9%,14.4%,0.3
CCNc1nc(NCC)n2c(SCC(=O)c3ccc(C(C)C)cc3)nnc2n1,0.0,21.0%,-1.4%,24.4%,12.6%,-1.6%,-16.2%,-3.8
CC(=O)Oc1ccc2oc(C)c(C(=O)N3CCOCC3)c2c1,-22.9,8.2%,-4.5%,-0.4%,-2.1%,0.9%,-20.9%,-1.2
CSc1ccc(OC2CCCCC2NS(=O)(=O)c2ccc(Cl)cc2)cc1 (stereo not given),-3.1,-11.4%,9.8%,-18.7%,16.8%,5.1%,?,1.0
COC(=O)c1ccc(C2C(C(=O)c3cc4ccccc4o3)=C(O)C(=O)N2CCCN(C)C)cc1 (stereo not given),11.5,6.1%,6.0%,10.0%,8.9%,-9.2%,9.5%,4.5
CCOc1ccc(NC(=O)Cn2nnc(C(=O)NCc3cccs3)c2N)cc1,-13.8,0.0%,-3.2%,4.9%&-8.6%,-3.2%&-13.1%,-3.8%,-3.2%&6.8%,-4.8&7.5
CCOC(=O)C1CCN(C(=O)Cn2nc(C)n3cccc3c2=O)CC1,15.3,0.2%,3.3%,-9.0%,-20.3%,6.9%,19.7%,0.5
CCOC(=O)c1c(NC(=O)c2ccc(C)cc2)sc2c1CC(C)(C)OC2,32.5,3.4%,-0.4%,-6.6%,24.9%,3.7%,-13.9%,-7.5
O=C(CSc1nnc(NC(=O)C2CC(=O)N(c3ccc(F)cc3)C2)s1)NC1CCCC1 (stereo not given),15.1,-2.0%,-1.4%,-8.0%,22.8%,-5.9%,7.3%,2.6
Cc1ccc(C)c(SCC(=O)NC(=O)NC2CCCC2)c1,-14.7,-3.0%,-0.1%,?,-3.1%,16.8%,25.4%,-7.7
CN(C)CCCNc1oc(/C=C/c2ccccc2)nc1C#N,8.2,0.4%,-4.5%,13.9%,-17.5%,8.7%,11.0%,0.4
Cc1nn(C)c(C)c1NS(=O)(=O)c1ccc(Cl)cc1,4.0,20.5%,-0.2%,3.4%,-4.3%,3.8%,3.0%,1.7
Cc1ccc(-c2n[nH]c(=O)c3ccccc23)cc1S(=O)(=O)NCCN1CCOCC1,-17.4,0.0%,-7.0%,-6.6%,19.9%,0.5%,-3.6%,0.6
O=C(NC1CCCc2ccccc21)C1CCN(S(=O)(=O)c2ccccc2)CC1 (stereo not given),5.0,-0.5%,12.3%,9.7%,-5.5%,-8.1%,-18.5%,2.8
CCOC(=O)c1cc(CC)sc1NC(=O)Cc1ccccc1,13.7,-5.4%,-0.5%,2.1%,30.3%,12.4%,4.3%,-4.6
CCCn1c(SCC(=O)Nc2ccccc2Cl)nc(O)cc1=O,-6.7,-5.7%,13.1%,14.1%,34.2%,6.8%,-21.7%,-11.4
COc1ccc2[nH]c(=O)c(CN(C)C(=O)c3cccs3)cc2c1,-16.3,1.0%,10.9%,-8.1%,-5.8%,9.4%,-37.7%,-9.7

Next part.
SMILES,DRD3 antagonist,EPAC2 antag,aSyn rescue,Abeta rescue,FUS suppressor,EPAC2 ag,TDP43 rescue,DRD3 agonist
COc1ccc(NC(=O)/C=C/c2ccc(F)cc2)cn1,29.4,6.8%,-19.6%,-8.2%,12.8%,4.2%,?,3.9
CC1(O)N(CCC(=O)Nc2cccc(F)c2)C(=O)OC12CCCCC2 (stereo not given),-7.8,-0.9%,0.0%,-2.3%,14.4%,5.2%,-1.7%[9.22 µM],-17.8
CCCCn1c(=O)c(C(=O)c2ccccc2)nc2ccccc21,23.4,8.9%,6.4%,16.7%,9.4%,-2.3%,0.0%,-1.1
Cc1cccc(OCCC(=O)Nc2ccc(Cl)cc2F)c1,-27.2,-4.2%,-1.7%,?,-7.6%,11.2%,-6.9%,-7.4
COc1ccc(C2CC(c3ccc4ccccc4c3)=NN2C(=O)CN2CCC(C(N)=O)CC2)cc1 (stereo not given),-0.4,-5.5%,-0.9%,3.1%,26.0%,2.2%,9.0%,-7.4
CCOc1c(C)cnc2c1c(=O)n(Cc1ccc(Cl)cc1)c(=O)n2C,?,-9.8%,5.4%,-25.3%,15.2%,-3.2%,-0.8%,-11.2
CC1CC(C)CN(c2ccc(C(=O)OCC(=O)NC3CCCc4ccccc43)cc2[N+](=O)[O-])C1 (stereo not given),18.2,-0.4%,10.7%,23.1%,0.1%,-10.6%,15.1%,0.1
O=C(COC(=O)c1cncc(Br)c1)NCc1ccccc1,-22.5,-1.6%,-13.1%,-16.7%,7.2%,-2.3%,5.5%,-5.0
C/C=C(\C)CN1CCCC(CO)(Cc2ccccc2)C1 (stereo not given),0.0,1.0%,3.4%,-6.5%,4.7%,3.7%,-16.7%[0.397 µM],-4.8
O=C(NCC(=O)N1CCN(C(c2ccccc2)c2ccccc2)CC1)c1ccccc1Br,9.3,-17.5%,1.3%,-20.0%,?,-5.6%,-30.6%[inhibitor],0.6

Screening data deposited in PubChem by National Center for Advancing Translational Sciences (NCATS).
